# Screening data from PubChem.
# hcGAS lum – blocks human cGAS activity. recombinant h-cGAS, ATP depletion, Kinase-Glo luminescence. inhibition, % at 12.5 µM. actives 0.081% (n = 290,000). AID 1259398;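 also: 0% = vehicle reaction and 100% = reaction without DNA for no activity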
# Target sequence (Q8N884 whole entry, looked up): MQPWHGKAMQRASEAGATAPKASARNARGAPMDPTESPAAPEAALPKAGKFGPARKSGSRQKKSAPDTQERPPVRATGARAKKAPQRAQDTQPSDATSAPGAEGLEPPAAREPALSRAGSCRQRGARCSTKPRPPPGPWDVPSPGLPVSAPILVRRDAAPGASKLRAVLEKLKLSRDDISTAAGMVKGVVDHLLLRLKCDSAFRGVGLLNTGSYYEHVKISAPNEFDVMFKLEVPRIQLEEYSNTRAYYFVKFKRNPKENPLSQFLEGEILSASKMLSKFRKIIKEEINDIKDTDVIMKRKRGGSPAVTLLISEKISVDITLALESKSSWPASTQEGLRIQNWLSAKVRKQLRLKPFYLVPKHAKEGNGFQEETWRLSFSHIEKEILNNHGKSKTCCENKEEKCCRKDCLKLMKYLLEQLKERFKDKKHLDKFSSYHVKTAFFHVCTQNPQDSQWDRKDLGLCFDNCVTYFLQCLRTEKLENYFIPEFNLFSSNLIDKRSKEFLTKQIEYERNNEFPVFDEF
# NPYLR7 ag – mosquito NPYLR7 agonism | HEK293T NPYLR7/Galpha15, GCaMP6s calcium fluorescence | activation, % at 10 µM | AID 1259423 | actives 0.15% (n = 270,000); in the data active = activation above about 40%;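 also: 0% = vehicle and 100% = reference agonist at the receptor; some compounds past the cut are filed as inactive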
# mcGAS lum – inhibitors of mouse cGAS | actives 0.15% (n = 160,000) | Q8C6L5 | recombinant cGAS, Kinase-Glo ATP depletion luminescence | inhibition, % at 12.5 µM;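 also: 0% = negative control wells and 100% = reference inhibitor with no enzyme activity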
# Starred values were filed as active, the others as inactive; . = not tested or not shown; & = joins results of further samples. Rule as the data show it, unless noted: active = inhibition above about 40%; inactive = the rest.
Molecule | hcGAS lum | NPYLR7 ag | mcGAS lum
Cc1cc(C)c(S(=O)(=O)NCC2CC2)c(C)c1NS(C)(=O)=O | -9.6 | 2.9 | .
CN1CCC(N(C)C=C(Cl)C(=O)C(F)(F)F)CC1 | -11.2 | 3.0 | -6.2
CN(Cc1ccccc1N1CCCCC1)c1cn[nH]c(=O)c1Cl | -5.3 | 7.3 | -6.4
CCCNC[C@H](O)COc1ccccc1C(=O)CCc1ccccc1 | 7.6 | 2.8 | -3.1
COC(=O)C(=O)N1CCN(CC(OCc2ccc(C#N)cc2)c2cccc(OC)c2)CC1 (stereo unspecified) | -4.1 | . | -6.9
C=CCN(CC(=O)N1CCc2sccc2C1COc1ccc(Cl)c(C)c1)C(=O)NCCC (stereo unspecified) | -6.0 | 0.0 | -5.9
CC1CN(C(=O)CCCSc2nnc(Cc3ccccc3)n2-c2ccccc2)CCN1C(=O)COc1ccc(Cl)cc1 (stereo unspecified) | -4.8 | 22.9 | -5.1
COc1ccccc1/C=C/c1nc2ccccc2c(=O)o1 | -4.4 | -0.1 | -6.2
CN(C)CCn1ccc2c(nnc3c(-c4ccccc4)cnn32)c1=O | -10.7 | 6.2 | .
O=C(CN1CCN(S(=O)(=O)c2ccc3c(c2)CCC3)CC1)Nc1cccc(Cl)c1Cl | -1.8 | 0.0 | .
Cc1c(C)n2c3c(=O)n(Cc4ccc(Cl)cc4)c(=O)n(C)c3nc2n1CCOCCO | 7.0 | -0.6 | .
Cc1noc(-c2ccc(OC(F)(F)F)cc2)c1C(=O)NCCCn1ccnc1 | -9.3 | 16.2 | -5.7
CCOC(=O)C(c1cc(OC)ccc1OC)C1C=CC(NC(=O)c2sc3ccccc3c2Cl)C1 (stereo unspecified) | -3.8 | -3.1 | -4.0
C=CCCC(=O)N1CCc2c(cc(-c3ccccc3Cl)c(=O)n2Cc2ccncc2)C1 | -8.7 | 16.9 | -7.3
COc1cc(OC)cc(C(=O)N(CC(=O)N(CCc2c[nH]c3ccccc23)Cc2ccccc2)CC(C)C)c1 | -3.9 | 21.7 | -5.5
S=c1[nH]nc(SCc2cccs2)s1 | 7.2 | 2.8 | 2.4
CN(C(=O)CNc1ccc(C#N)cc1)c1nccs1 | -4.4 | 0.1 | .
CCNC(=O)N1CCN(c2cc(Oc3ccccc3Cl)ncn2)CC1C (stereo unspecified) | -6.7 | 9.7 | -7.1
O=C1NCCN(C2CCCC2)C1CC(=O)N1CCN(c2ccccc2)C(=O)C1 (stereo unspecified) | -14.3 | 4.2 | .
O=[N+]([O-])c1ccc2c(c1)CN(S(=O)(=O)c1cccs1)CC2 | 1.2 | -2.6 | .
O=C(Nc1nnc(C2CCCCC2)s1)c1cccs1 | -0.2 | -6.1 | -1.8
CCCn1cc(C(=O)Nc2ccc(NC(=O)C(C)(C)C)c(C)c2)c(C)n1 | -0.6 | 13.9 | -14.3
CS(=O)(=O)Nc1cccc(-c2cnc3c(Nc4cccc(OC(F)(F)C(F)F)c4)nccn23)c1 | -5.4 | -2.5 | -2.6
CCN(CC)C(=O)Oc1ccc2c(ccn2Cc2cccc(Cl)c2)c1-c1cc(C)cc(C)c1 | -8.2 | 22.5 | -7.5
O=c1c2ccccc2n(Cc2cc(=O)n3ccccc3n2)c(=O)n1CC1CCCO1 (stereo unspecified) | -2.2 | 1.0 | .
Cc1noc(C)c1CC(=O)N1CCCC(Cn2ccnc2C)C1 (stereo unspecified) | -7.8 | 1.3 | .
CCCC(=O)OCC(O)CN(CCOC)Cc1cccn1C (stereo unspecified) | -7.5 | 20.4 | -10.4
CCNC(=S)NN=C(C)c1ccc(Cl)s1 | -7.5 | 1.4 | -5.8
O=S(=O)(c1cnc[nH]1)N1CCC2(CC1)OCCO2 | -13.8 | . | -6.4
O=C(CCC1CCCC1)N1CCC2(CC1)SCCN2C(=O)/C=C/c1ccccc1 | -1.4 | 9.2 | -3.5

# Entries from the list above containing a cyano group (two):
Molecule | hcGAS lum | NPYLR7 ag | mcGAS lum
COC(=O)C(=O)N1CCN(CC(OCc2ccc(C#N)cc2)c2cccc(OC)c2)CC1 (stereo unspecified) | -4.1 | . | -6.9
CN(C(=O)CNc1ccc(C#N)cc1)c1nccs1 | -4.4 | 0.1 | .

# Continued.
Molecule | hcGAS lum | NPYLR7 ag | mcGAS lum
COC(=O)C(=O)N1CCc2ccccc2C1c1ccc(C)cc1 (stereo unspecified) | -1.4 | -2.2 | -5.8
CC(C)CNC(=O)C1(C)CCCN1C(=O)c1cc(-c2ccccc2)cs1 (stereo unspecified) | -19.6 | 6.5 | -6.8
COc1cccc(CN2CCN(C)C(C(=O)O)C2)c1F (stereo unspecified) | -4.9 | 9.2 | .
CN(C)c1cccc(Nc2ccc(-c3ccc(CCC(=O)O)cc3)cn2)c1 | 0.1 | 3.2 | -1.9
CC(Cn1cncn1)C(=O)N1CCC(Cc2cccc(C(=O)O)c2)CC1 (stereo unspecified) | -2.5 | 0.2 | -7.5
CCOC(=O)C1CCCN(C(=O)c2coc(CN(Cc3cccc(Cl)c3)Cc3cccc(C(F)(F)F)c3)n2)C1 (stereo unspecified) | 0.4 | 14.4 | -2.1
CCN(CC)CCN(C(C)=O)c1nc2cc(C)cc(C)c2s1 | -5.1 | -4.0 | -5.8
CCN(C)C1=C(c2c(-c3ccccc3)[nH]n(-c3ccc(F)cc3)c2=O)C(=O)N(Cc2ccco2)C1=O | -3.9 | 22.2 | -6.1
Cc1ccc(NC(=O)c2c(-c3ccccc3Cl)noc2C)c(C)c1 | -0.9 | -5.3 | -4.2
COCCN(CCC(=O)O)c1nc(Cc2cccc(OC)c2)ns1 | -5.7 | -7.9 | -5.1
CC(NC(=O)C1CCN(CCOc2ccc(Br)cc2)CC1)c1cccc2ccccc12 (stereo unspecified) | 3.4 | -13.1 | 1.3
c1cc(CNc2ccc(-c3nc(C4CC4)no3)cn2)no1 | -1.7 | 0.6 | .
O=C(c1ccc(Cl)s1)N(CCCn1ccnc1)c1nc2c(F)cccc2s1 | -3.0 | -2.4 | -1.4
Cc1sc2ncnc(SCC(=O)Nc3ccccc3F)c2c1C | -6.1 | -0.9 | -5.9
Fc1ccc(N=c2scc(-c3ccccc3)n2CCOc2ccccc2)cc1 | -1.2 | 5.1 | -6.0
O=S(=O)(C=C(NNc1ccccc1)c1ccccc1)c1ccccc1 | -1.4 | 2.8 | .
CC(C)c1ccc(NC(=O)CC2CSc3nc4c(cnn4-c4ccccc4)c(=O)n32)cc1 (stereo unspecified) | -12.9 | 0.8 | -8.9
CC1(C(=O)Nc2ccc3c(c2)OCCO3)CCN1Cc1ccc(-c2ccccc2)o1 (stereo unspecified) | -9.1 | 7.1 | .
Cc1ccccc1Cn1cc(NC(=O)c2nc3ncccn3n2)cn1 | -4.1 | 2.7 | -7.7
COc1cccc(C(=O)N2CCC(n3c(-c4ccccc4)nc4ccc(F)cc43)CC2)c1C | -2.2 | 30.4 | -1.8
O=C(c1ccoc1)N1CCOc2c(O)cc(-c3cccc(Cl)c3)cc2C1 | -3.3 | 3.5 | .
Cc1ccc(SCC(=O)NNC(=O)c2cncn2-c2ccc(F)cc2)cc1 | -7.4 | 1.6 | -7.4
COc1ccc(S(=O)(=O)Nc2cccc(-c3nc(C)c(C)o3)c2)cc1Cl | -1.8 | 4.1 | .
CCOC(=O)C1(CCOC)CCN(C(=O)c2cc(OC)c(OC)c(OC)c2)CC1 | -2.4 | 4.9 | .
COc1ccc(-n2nnc3c(=O)n(Cc4cccc5ccccc45)cnc32)cc1OC | -5.5 | 0.1 | -9.7
N#CCCN(CC1CCCO1)C(=O)/C=C/c1ccoc1 (stereo unspecified) | -10.4 | 8.0 | .
COc1ccc(S(=O)(=O)N2CCC(Cc3ccccc3)CC2)cc1N1CCN(C(=O)c2ccc(Cl)c(Cl)c2)CC1 | 1.3 | 18.3 | -4.7
COCCn1c(=O)[nH]c(=O)c2c(C)cc(-c3ccc(F)cc3)nc21 | -6.0&5.1 | 1.7&-7.7 | -3.4
CCCCOc1ccc(-c2nc(C=Nc3cccnc3)c(O)o2)cc1 | -1.9 | 1.1 | -3.8
COc1ccc(NC(=O)CSc2ccc3nnc(-c4cccnc4)n3n2)c(OC)c1 | -1.2 | -2.3 | -1.5
N#Cc1c(CN2CCOCC2)c(C=O)n2ccccc12 | -2.6 | 3.8 | .
CCc1ccc(S(=O)(=O)N2CCN(c3ncnc4c3nnn4-c3ccc(OC)cc3)CC2)s1 | -4.3 | -11.2 | -6.1
COc1ccc(CN(CCc2c[nH]c3ccccc23)C(=O)CN(CC(C)C)C(=O)c2cccc(C(F)(F)F)c2)cc1OC | -3.9 | 12.9 | -3.9
O=C(CN1CCOC1=O)N1Cc2cnn(Cc3ccc(F)cc3)c2C1 | -3.6 | 0.5 | .
COc1ccc(-c2cc(N)n(-c3ccc(C(=O)N4CCC(NC(=O)OC(C)(C)C)C4)cc3)n2)cc1 (stereo unspecified) | -9.1 | -10.2 | .
O=C(Nc1ccccc1Oc1cccnc1)C1CCCN(Cc2ccc3nonc3c2)C1 (stereo unspecified) | -5.4&-5.7 | 15.1 | .
O=C(CCC1CCCC1)N1CCSC1c1cccc(C(F)(F)F)c1 (stereo unspecified) | -8.3 | -6.5 | -4.0
COC(=O)[C@@H](NCC(=O)Nc1cnccn1)c1ccccc1 | -3.7 | 21.9 | -13.1
Cc1ccccc1COc1coc(CN2CCc3ccccc32)cc1=O | -6.7 | 2.5 | -8.2
CC1CCCc2sc3nc(SCCN4CCCC4)n(N)c(=O)c3c21 (stereo unspecified) | -8.7 | 5.7 | .
CCCCOC(=O)c1cccc(NC(=O)CCN2C(=O)c3ccccc3C2=O)c1 | -2.5 | 0.1 | -4.4
CC1(C)C2(C(=O)N3CCN(CCCOC(c4ccc(Cl)cc4)c4ccc(Cl)cc4)CC3)CC[C@@]1(C)C(=O)O2 | -2.5 | 3.2 | -5.6
CC1SC(c2cccc(C(F)(F)F)c2)N(CCCN(C)C(=O)c2ccccc2Cl)C1=O (stereo unspecified) | 1.3 | 1.0 | -2.4
COC(=O)C1CCCCCCC1NC(=O)Nc1cccc(F)c1 (stereo unspecified) | -7.9 | -0.2 | -15.8
CC(NC(=O)c1nccnc1N)c1ccccc1Br (stereo unspecified) | -10.9 | 6.0 | .
Cc1ccc(Cc2nc(CSc3ccoc3C)cs2)cc1 | 4.1 | -11.1 | 3.4
COc1cccc2sc(N(Cc3ccco3)C(=O)c3cc(C)n(C)n3)nc12 | -0.1 | -6.7 | .
COC(=O)C1(C)CC1(c1ccccc1)c1ccccc1 (stereo unspecified) | -8.3 | 1.5 | -7.4
CN=c1scc(-c2cccs2)n1N=Cc1ccc(O)c(O)c1O | -22.0 | -2.2 | .
CCN=c1scc(C)n1/N=C\c1cc(Br)ccc1OC | -2.4 | -0.3 | .
CCn1c(C2CCN(c3ncccc3C(F)(F)F)CC2)nn(C)c1=O | -7.9 | 5.1 | .
COc1ccc(-c2noc(COc3cccnc3C)n2)c(OC)c1OC | 3.4 | . | -0.4
COc1ccc(C(=O)N[C@@H]2CCCCC2NC(=O)C2CCCN(C(=O)c3cccc([N+](=O)[O-])c3)C2)cc1 (stereo partly specified) | -5.4 | 39.6 | -7.4
Cc1ccc2nc(SCC(=O)N(C(C)C)C(C)C)nc(=O)n2c1 | -6.1 | 3.7 | -6.9
Cc1ccc(-c2cc(C(=O)N3CCN(C(c4ccccc4)c4ccccc4)CC3)n(-c3ccc(Cl)cc3)n2)cc1C | -1.6 | 9.7 | -3.5
O=C1CCCCCCN1Cc1nc(C2CCOC2)no1 (stereo unspecified) | -5.6 | 5.4 | .
COc1cccc(NC(=O)C2(C)CCN2CCCc2ccccc2)c1 (stereo unspecified) | -9.8 | 3.3 | .
NS(=O)(=O)c1ccc(F)c(F)c1F | -2.5&-4.7 | 6.2&0.7 | .
O=C(CSc1ncnc2c1cnn2-c1ccc(F)cc1)N1CCCCCC1 | -4.0 | 18.5 | .
O=C(CCN1C(=O)c2ccccc2C1=O)NCCc1c[nH]c2ccccc12 | -0.3 | -6.3 | .

# Full records, quoted from the list. Values in the order: hcGAS lum | NPYLR7 ag | mcGAS lum
# `COC(=O)C1CCCCCCC1NC(=O)Nc1cccc(F)c1` (stereo unspecified) across the screens: -7.9 | -0.2 | -15.8
# `N#Cc1c(CN2CCOCC2)c(C=O)n2ccccc12` across the screens: -2.6 | 3.8 | .
# `COc1ccc(-c2cc(N)n(-c3ccc(C(=O)N4CCC(NC(=O)OC(C)(C)C)C4)cc3)n2)cc1` (stereo unspecified) across the screens: -9.1 | -10.2 | .
# `Cc1ccc2nc(SCC(=O)N(C(C)C)C(C)C)nc(=O)n2c1` across the screens: -6.1 | 3.7 | -6.9
# `O=C1CCCCCCN1Cc1nc(C2CCOC2)no1` (stereo unspecified) across the screens: -5.6 | 5.4 | .

# (cont.)
Molecule | hcGAS lum | NPYLR7 ag | mcGAS lum
Cc1nccn1CC1(CNC2CSCCSC2)CC1 | -6.1 | 13.0 | .
COc1cccc(NC(=O)C2CC2(c2ccccc2)c2ccccc2)c1 (stereo unspecified) | -2.9 | 5.3 | -2.9
CCS(=O)(=O)c1ccc2c(c1)N(Cc1ccc(S(C)(=O)=O)cc1)C(=O)C(C)O2 (stereo unspecified) | 2.1 | 1.8 | .
COc1ccccc1N1CCN(c2cc(Oc3ccc(F)c(F)c3)ncn2)CC1 | 2.9 | . | -2.1
Cc1nnc(C2CCCN2CCC(=O)Nc2cccc(F)c2)o1 (stereo unspecified) | -4.1 | 6.1 | -5.9
COCCN1CC(CNC(=O)c2cn(Cc3ccc(Cl)cc3)nn2)CC1=O (stereo unspecified) | -9.0 | 3.5 | .
CC(=O)c1c(C)cc(C)c(CS(=O)(=O)c2nccs2)c1C | -14.3 | 6.8 | .
O=c1c(Cl)c(N2CC3CC4CC(C3)CC2C4)cnn1-c1ccc(Cl)cc1 | -9.9 | 13.0 | .
Cc1[nH]n(-c2ccc(Cl)cc2)c(=O)c1C1=C(N2CCN(C)CC2)C(=O)N(C(C)C)C1=O | -3.2 | -8.0 | -5.1
Cc1cc(O)c(CN(C)CCN2CCOCC2)cc1C | -12.0 | 7.5 | .
